TRHR PAM: allosteric enhancers of human TRH receptor | P34981 | TRHR cells, fluo-8 calcium fluorescence, EC20 TRH enhancement | enhancement, % at 2 µM | 360,000 compounds, 0.66% hits | AID 493056; in the data active = enhancement above about 30%; also: 0% is about no effect
Target sequence (P34981 whole entry, looked up): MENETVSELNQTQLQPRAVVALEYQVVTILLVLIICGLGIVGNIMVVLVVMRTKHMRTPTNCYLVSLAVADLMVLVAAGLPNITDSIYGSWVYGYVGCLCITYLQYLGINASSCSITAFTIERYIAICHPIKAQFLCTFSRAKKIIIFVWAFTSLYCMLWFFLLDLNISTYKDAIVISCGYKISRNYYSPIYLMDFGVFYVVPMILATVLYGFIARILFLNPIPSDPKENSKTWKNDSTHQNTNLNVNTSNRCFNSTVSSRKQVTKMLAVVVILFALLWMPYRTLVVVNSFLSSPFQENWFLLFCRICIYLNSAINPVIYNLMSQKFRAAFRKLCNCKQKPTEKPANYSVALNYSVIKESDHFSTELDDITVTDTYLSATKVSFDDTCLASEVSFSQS
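Enhancer read-out: after compound pinning and an initial kinetic agonist-mode read, an EC20 of TRH (10 nM final) was injected and fluo-8 calcium signal (Ex 480/Em 530) followed at 1 s/cycle for 100 cycles in TRHR-expressing cells.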
D1 ag: activates the human D1 dopamine receptor; P21728; HEK293 T-REx D1 cells, calcium flux, agonist mode; activation, % at 2 µM; 360,000 compounds, 1% hits; in the data active = activation above about 30%; also: 0% is about no effect
Target sequence (P21728 whole entry, looked up): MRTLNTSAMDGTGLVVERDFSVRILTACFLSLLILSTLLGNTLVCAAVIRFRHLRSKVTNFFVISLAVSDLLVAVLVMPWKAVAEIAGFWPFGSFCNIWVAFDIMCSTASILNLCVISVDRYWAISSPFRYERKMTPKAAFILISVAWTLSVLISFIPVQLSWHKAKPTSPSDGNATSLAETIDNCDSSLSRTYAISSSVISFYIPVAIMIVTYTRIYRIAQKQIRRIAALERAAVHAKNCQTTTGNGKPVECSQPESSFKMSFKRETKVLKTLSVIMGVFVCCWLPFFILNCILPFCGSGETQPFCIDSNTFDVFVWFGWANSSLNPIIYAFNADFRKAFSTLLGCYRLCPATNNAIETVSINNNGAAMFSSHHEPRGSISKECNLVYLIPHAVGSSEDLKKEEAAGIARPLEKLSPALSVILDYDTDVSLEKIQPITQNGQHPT
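Tetracycline-induced HEK293 TREx D1 cells, force-coupled to calcium signalling, were dye-loaded with a no-wash calcium kit. Compound was pin-added after a 10 s baseline. Fluorescence was read kinetically at 1 cycle/s for 180 s, with calcium rises flagged as agonism.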
RXFP1 antagonist: RXFP1 (human) relaxin receptor antagonism; HEK293-RXFP1, relaxin-stimulated cAMP HTRF, 30 min; stronger effect = lower value; activity change, negative = inhibition, % at 57.5 µM; 350,000 compounds, 0.59% hits;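 active = activity change of -60% or lower, but not beyond a set lower limit; inconclusive = change between -60% and -40%, or beyond the set limit; inactive = change above -40%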; also: % is scaled to controls: 0 for no effect and ±100 for the full control effect
TRHR ag: TRH receptor (human) agonism. 360,000 compounds, 0.18% hits. activation, % at 2 µM. TRHR cells, calcium flux fluo-8, FDSS agonist mode. P34981; in the data active = activation above about 30%; also: 0% is about no effect
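In this calcium-flux screen, cells bearing human TRHR are dye-loaded with fluo-8, baselined for 10 cycles, then exposed to library compounds; positive kinetic calcium responses during the agonist phase mark hits, with TRH as control.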
RXFP1 agonist: activates the human relaxin receptor RXFP1; 370,000 compounds, 0.3% hits; Potency, µM (top dose mostly 57.5 µM), for the others: top-dose activation, hits mostly activators; HEK293T-RXFP1 cAMP TR-FRET, 30 min; response scale: percent of porcine relaxin response, buffer zero; Q9HBX9; AID 2676; also: potency is read from the fitted curve at half-maximal effect; % is scaled to controls: 0 for no effect and ±100 for the full control effect; nearly all actives have a fitted effect of over 60% in size; many of its hits are not listed in these tables
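HEK293 cells stably expressing RXFP1, treated 30 min at 37C with compounds plus PDE4 inhibitor Ro 20174; cAMP measured by HTRF TR-FRET. Normalized to buffer and 29 nM porcine relaxin; EC50 by Hill fit.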
Apoferritin bind: candidate novel general anesthetic via apoferritin binding; P02791; apoferritin/1-aminoanthracene competitive binding, fluorescence; Potency, µM (top dose mostly 77.5 µM), for inactives: at the top dose activity change, negative = displacement, actives largely listed as inhibitors; 350,000 compounds, 0.074% hits; also: potency is read from the fitted curve at half-maximal effect; % is scaled to controls: 0 for no effect and ±100 for the full control effect; nearly all actives have a fitted effect of over 20% in size
Target sequence (P02791 2-175 limits assumed): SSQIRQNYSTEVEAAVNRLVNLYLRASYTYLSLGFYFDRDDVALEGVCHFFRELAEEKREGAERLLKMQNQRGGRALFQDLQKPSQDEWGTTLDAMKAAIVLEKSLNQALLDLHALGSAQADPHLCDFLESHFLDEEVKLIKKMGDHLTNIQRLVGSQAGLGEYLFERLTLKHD
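10 uM apoferritin + 50% sat. 1-AMA, PBS; cpd 10 min RT; Ex380/Em535 endpoint; normalized to free probe vs complex; 4-param Hill fit; propofol titration as pos. ctrl.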
D1 PAM: human D1 dopamine receptor positive modulation; AID 504651; potentiation, % at 10 µM; 360,000 compounds, 0.036% hits; HEK293 TREx D1 cells, calcium flux, dopamine EC20 potentiation; in the data active = potentiation above about 30%; also: 0% is about no effect
D2 PAM: positively modulates the human D2 dopamine receptor allosterically. AID 485347. P14416. 340,000 compounds, 0.34% hits. HEK293 T-REx D2, calcium flux, EC20 dopamine potentiation. potentiation, % at 10 µM;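 active = potentiation over 3 SD above the plate norm, cut at about 30% in these data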; also: 0% is about no effect
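Tetracycline-induced Hek293 Trex D2 cells, force-coupled to calcium, loaded with no-wash calcium dye. Compound added with 180 s kinetic read for agonism, then EC20 dopamine and a further 180 s read for potentiation.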
D1 antag: human D1 dopamine receptor antagonism. P21728. HEK293 TREx D1 cells, calcium flux, dopamine EC80; stronger effect = lower value. activity change, negative = inhibition, % at 10 µM. 360,000 compounds, 3.2% hits. AID 504652; in the data active = activity change below about -30%; also: % is scaled to controls: 0 for no effect and ±100 for the full control effect
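Inducible Hek293 Trex D1 cells (tetracycline, overnight, 30 C). Calcium dye 30–90 min RT. Antagonist mode: EC80 dopamine added after 180 s compound read.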
Numbers without * were called inactive; ? = inconclusive; · = not tested or not shown; [ ] = another dose, or the depositor's remark. Unless noted, calls follow the shape of the dose curve; as a rule, active = well fitted curve in the direction sought with a large enough effect; inconclusive = small, poorly fitted or top-dose-only effect, or another doubt; inactive = no such curve, though single readings can be large; an effect the other way counts as inactive or inconclusive. A portion of the library. The share of hits here may be higher or lower than overall.

SMILES	TRHR PAM	D1 ag	RXFP1 antagonist	TRHR ag	RXFP1 agonist	Apoferritin bind	D1 PAM	D2 PAM	D1 antag
O=C(NC(=S)Nc1ccccc1C(=O)O)c1cncc(Br)c1	-6	0	-4	-0.9	0.3%	2%	1	7	-1
FC(F)(F)c1nnc2ccc(N3CCN(c4ccccc4)CC3)nn12	1	3	-6	1.2	2.1%	-15%	-3	-1	4
COc1cc(OC)cc(-c2nc3nc(C)c(CCC(=O)Nc4ccc(C)cc4)c(C)n3n2)c1	-2	2	·	0.0	2.3%	-9%	-1	-5	-11
CC(NC(=O)c1ccc(N)cc1)c1ccccc1 (stereo not drawn)	5	1	-3	0.3	1.4%	3%	-5	13	-19
Cc1cccc(N2CCN(C(=O)Cn3ncc4c([nH]c5ccccc54)c3=O)CC2C)c1 (stereo not drawn)	8	0	-2	1.4	12%	-7%	1	·	2
CC(=O)Nc1ccc(S(=O)(=O)N2CCC(NC(C)=O)(c3cccc(F)c3)CC2)cc1	0	3	4	0.0	2.6%	-9%	7	16	4
COCCNC(=O)CSc1nc2ccc(N3CCOCC3)cc2c(=O)n1Cc1ccc(OC)cc1	-3	2	-3	0.4	5.3%	6%	5	-7	-13
CN(C)c1ccc(C(=O)C(O)c2ccc(C(C)(C)C)cc2)cc1 (stereo not drawn)	3	0	2	0.1	4.1%	-8%	-3	·	0
COc1ccc2nc(COC(=O)c3cccc([N+](=O)[O-])c3)c(C(C)=O)[n+]([O-])c2c1	7	2	-3	0.2	4.1%	-7%	0	-6	9
CCOC(=O)Cn1c(=O)n(-c2ccccc2OC)c2nc(-c3cccc(F)c3)nc(C(N)=O)c21	8	3	·	-0.1	2.5%	-21%	-1	0	-25
CCCCNC(=O)CCC1N=C2c3ccccc3N=C(SCC(=O)NCCc3ccc(OC)c(OC)c3)N2C1=O (stereo not drawn)	1	2	-14	0.0	5.0%	0%	1	-4	0
O=C(OCC(=O)c1ccc(Cl)s1)c1ccc2ccccc2n1	10	0	·	-0.4	2.8%	-13%	-4	5	-5
CC(C)CNC(=S)N(CCCN(C)C)Cc1cc2cc3c(cc2[nH]c1=O)OCCO3	25	1	-1	0.2	1.0%	-9%	-15	-8	8
COc1ccc(-c2cc3c(=O)n(CC(=O)Nc4ccc(C(C)=O)cc4)ncn3n2)cc1	-8	4	4	0.2	2.7%	-1%	0	0	-6
Cc1ccc(-n2c(=O)c3c(C)c(C)sc3n(CC(=O)NCc3ccccc3)c2=O)cc1C	-5	4	-6	1.1	5.0%	53%[activator]	-1	-2	4
O=C(c1ccc(COCC(F)(F)F)o1)N1CCCCCC1	3	4	-26	0.0	2.4%	-21%	-13	4	-16
COc1ccc(OC)c(NC(=O)C2CC(=O)N(CCc3ccccc3)C2)c1 (stereo not drawn)	11	1	-7	0.5	-3.4%	-2%	0	·	2
CN(CC(O)COCc1cccs1)C1CCCCC1 (stereo not drawn)	4	3	-4	0.0	-0.8%	-8%	-3	4	-7
COc1ccc(S(=O)(=O)N2CCC(C(=O)N[C@H](C(=O)N3CCCCCC3)C(C)C)CC2)cc1	-16	4	1	-0.6	0.5%	-11%	-4	-15	19
Fc1cccc(Cl)c1Cn1c(-c2cccs2)nc2ccccc21	-7	2	-28	-1.0	7.7%	46%[activator]	1	-4	7
O=C(CN1CCN(S(=O)(=O)c2ccccc2)CC1)Nc1ccnn1C1CCCC1	-8	3	-10	-0.3	-0.4%	·	-8	-5	2
Cc1ccc(C)c(NC(=O)c2ccc3nccnc3c2)c1	7	4	-21	0.0	4.1%	-2%	-5	11	-25
O=C(NC(=S)Nc1ccccc1Cl)C1CC1	2	1	6	-0.2	-1.9%	-20%	17	0	3
CCOC(=O)c1c(C)[nH]c(C(=O)OC(C)C(=O)NCc2ccccc2)c1C (stereo not drawn)	-1	-1	-15	-1.6	-1.8%	·	-5	-1	12
CC(C)Oc1ccc(CNC(=O)Oc2ccccc2)cc1	5	6	2	-1.2	0.8%	-9%	-5	12	5

A draw from above in order of formula weight, low to high.
SMILES	TRHR PAM	D1 ag	RXFP1 antagonist	TRHR ag	RXFP1 agonist	Apoferritin bind	D1 PAM	D2 PAM	D1 antag
O=C(NC(=S)Nc1ccccc1Cl)C1CC1	2	1	6	-0.2	-1.9%	-20%	17	0	3
CN(CC(O)COCc1cccs1)C1CCCCC1 (stereo not drawn)	4	3	-4	0.0	-0.8%	-8%	-3	4	-7
CC(C)Oc1ccc(CNC(=O)Oc2ccccc2)cc1	5	6	2	-1.2	0.8%	-9%	-5	12	5
O=C(OCC(=O)c1ccc(Cl)s1)c1ccc2ccccc2n1	10	0	·	-0.4	2.8%	-13%	-4	5	-5
Fc1cccc(Cl)c1Cn1c(-c2cccs2)nc2ccccc21	-7	2	-28	-1.0	7.7%	46%[activator]	1	-4	7
FC(F)(F)c1nnc2ccc(N3CCN(c4ccccc4)CC3)nn12	1	3	-6	1.2	2.1%	-15%	-3	-1	4
COc1ccc(OC)c(NC(=O)C2CC(=O)N(CCc3ccccc3)C2)c1 (stereo not drawn)	11	1	-7	0.5	-3.4%	-2%	0	·	2
CC(C)CNC(=S)N(CCCN(C)C)Cc1cc2cc3c(cc2[nH]c1=O)OCCO3	25	1	-1	0.2	1.0%	-9%	-15	-8	8
CC(=O)Nc1ccc(S(=O)(=O)N2CCC(NC(C)=O)(c3cccc(F)c3)CC2)cc1	0	3	4	0.0	2.6%	-9%	7	16	4
COc1cc(OC)cc(-c2nc3nc(C)c(CCC(=O)Nc4ccc(C)cc4)c(C)n3n2)c1	-2	2	·	0.0	2.3%	-9%	-1	-5	-11
COc1ccc(S(=O)(=O)N2CCC(C(=O)N[C@H](C(=O)N3CCCCCC3)C(C)C)CC2)cc1	-16	4	1	-0.6	0.5%	-11%	-4	-15	19
CCCCNC(=O)CCC1N=C2c3ccccc3N=C(SCC(=O)NCCc3ccc(OC)c(OC)c3)N2C1=O (stereo not drawn)	1	2	-14	0.0	5.0%	0%	1	-4	0

Later entries.
SMILES	TRHR PAM	D1 ag	RXFP1 antagonist	TRHR ag	RXFP1 agonist	Apoferritin bind	D1 PAM	D2 PAM	D1 antag
Cc1ccc(N=C2NC(=O)CS2)c(C)c1	-3	1	-17	-0.2	0.0%	0%	0	-22	2
C=CCOc1ccc(/C=N\NC(N)=S)cc1	33*	0	3	-0.7	0.1%	-19%	-5	-7	-62*
CCOc1ccc(S(=O)(=O)NC2CC2)cc1	9	0	-7	-0.4	0.0%	-1%	-8	-5	6
Cc1cc(C)n2nc(CC(=O)NC3CCCC(C)C3C)nc2n1 (stereo not drawn)	0	3	15	0.2	-1.9%	?	-6	-3	-18
CCn1c(CC(=O)Nc2ccc(F)cc2)nnc1SCC(=O)NC1=NCCS1	6	-1	-8	0.0	1.2%	-10%	-3	6	-12
CCCOc1ccc(OCCN2CCCC(C)C2)cc1 (stereo not drawn)	5	10	-5	0.6	-0.3%	-3%	-3	-12	-4
COc1ccc(CN(C(=O)c2ccc(C)cc2)C2CCS(=O)(=O)C2)cc1 (stereo not drawn)	-4	2	6	-0.6	-2.9%	-3%	-2	-5	-1
O=C(CCc1ccccc1)NC(NC(=S)Nc1cccc(Cl)c1)C(Cl)(Cl)Cl (stereo not drawn)	10	2	0	-0.6	-0.9%	4%	3	25	2
CCN(C(=O)Cc1cccs1)c1nnc(-c2cc(OC)c(OC)c(OC)c2)s1	-4	2	3	-0.5	2.6%	-17%	-8	20	-17
COc1c2c(nc3ccccc13)OC(C(C)(O)COC(C)=O)C2 (stereo not drawn)	-2	1	2	-0.4	-3.1%	3%	-5	-5	1
COc1ccccc1NC(=O)c1ccc2c(c1)N(CC(=O)NC(C)(C)C)C(=O)C(C)(C)O2	10	1	-4	-0.3	2.5%	-3%	2	9	8
COc1ccc(NS(=O)(=O)c2ccc3[nH]c4c(c3c2)CCCC4)cc1OC	2	6	-13	0.2	1.2%	-6%	-6	16	-20
CCN(CC)C1=CC(=[N+]2CCCC2)CC(C)(C)C1	1	1	7	0.5	1.5%	-2%	-3	4	-7
CCCCNC(=O)c1c(N)n(/N=C/c2ccccn2)c2nc3ccccc3nc12	0	1	·	0.2	-0.6%	-9%	-10	-8	-7
Cc1cc(=O)oc2cc(OCC(=O)N3CCCc4ccccc43)ccc12	-10	2	-19	-2.7	1.7%	-18%	-8	1	-35*
CC(=O)Nc1nc2c(C)c(Cl)ccc2s1	-1	0	3	0.3	1.6%	-3%	-4	-12	-3
COc1ccc2c(C)c(CC(=O)N3CCN(C(=O)C4COc5ccccc5O4)CC3)c(=O)oc2c1 (stereo not drawn)	1	2	7	-0.3	10%	?	-8	-4	5
CC1(C)CC(=O)C(C(=O)/C=C/c2ccco2)C(=O)C1	13	0	-2	-0.2	0.6%	-11%	3	16	-1
Fc1ccccc1CNC(=S)Nc1ccc(Cl)cc1	-8	20	11	2.7	-0.8%	0%	-10	-15	-38*
COc1cc(OC)c(NC(=O)C(=O)CC(=O)c2ccc(C)cc2C)cc1Cl	-1	4	-9	0.1	-0.7%	-10%	0	2	1

Fetched one by one from above (2):
SMILES	TRHR PAM	D1 ag	RXFP1 antagonist	TRHR ag	RXFP1 agonist	Apoferritin bind	D1 PAM	D2 PAM	D1 antag
O=C(OCC(=O)c1ccc(Cl)s1)c1ccc2ccccc2n1	10	0	·	-0.4	2.8%	-13%	-4	5	-5
CC(C)Oc1ccc(CNC(=O)Oc2ccccc2)cc1	5	6	2	-1.2	0.8%	-9%	-5	12	5

Screening results from PubChem.
